FEN1 inhibitor = blocks human flap endonuclease 1. Recombinant FEN1 flap cleavage, fluorescence, 15 min. Potency, µM (titrated, usually from 114 µM), for the others: at the top dose activity change, negative = inhibition, most hits filed as inhibitors. 390,000 compounds, 0.35% hits. AID 588795; active means well fitted inhibition curve with a large enough effect; inconclusive means small, poorly fitted or top-dose-only effect; inactive means no such curve, though single readings can be large or run the other way; further: nearly all actives have a fitted effect of over 65% in size
Target sequence (P39748 whole entry, looked up): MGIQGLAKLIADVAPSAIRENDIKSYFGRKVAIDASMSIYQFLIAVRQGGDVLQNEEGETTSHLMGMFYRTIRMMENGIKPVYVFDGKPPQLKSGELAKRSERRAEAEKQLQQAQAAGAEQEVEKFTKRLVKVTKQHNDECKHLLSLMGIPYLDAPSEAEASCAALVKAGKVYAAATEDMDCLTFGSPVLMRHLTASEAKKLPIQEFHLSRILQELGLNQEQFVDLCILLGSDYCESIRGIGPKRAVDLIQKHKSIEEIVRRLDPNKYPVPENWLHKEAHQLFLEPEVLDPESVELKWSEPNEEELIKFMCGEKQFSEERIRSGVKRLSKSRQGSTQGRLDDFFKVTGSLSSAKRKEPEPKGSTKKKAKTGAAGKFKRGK
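Steps: FEN1 (10 nM) dispensed; compound added by pin tool; 15 min at room temperature; substrate added to 50 nM final; reads at 0 min and 15 min; data normalized and fitted (four-parameter Hill).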
* marks the source's active call; other numbers are inactive results; ? = inconclusive; & = joins results of further samples. On the % scale 0 is the no-effect control and ±100 the full control effect; potency means the concentration at half of the fitted maximal effect. A portion of the library (hit frequency here may not be typical).

SMILES | FEN1 inhibitor
COCOc1ccc(C=O)cc1OCOC | 0%
O=C1C=CC(=O)N1c1ccc2c(c1)Cc1cc(F)ccc1-2 | 6%
O=C(Cc1ccc(OCCc2ccccc2)cc1)NO | 4%
ON=C1c2ccccc2-c2ccc(Br)cc21 | -5%
CC(=O)C1CCC2C3CC(O)C4=CC(=O)CCC4(C)C3C(=O)CC12C (stereo unspecified) | -13%
CC(=O)Nc1c(Cl)cc2c(c1Cl)C(=O)c1ccccc1-2 | 0%
CN1CCC2CC1c1cc(-c3ccc(C(F)(F)F)cc3)ccc12 (stereo unspecified) | -14%
CC12CCC(O)CC1=CCC1C2CCC2(C)c3[nH]ncc3CC12 (stereo unspecified) | 1%
COc1ccc(-c2nc3ccc(NC(=O)COC(C)=O)cc3c(=O)n2Cc2ccccc2)cc1COc1ccc(NC(C)=O)cc1 | -23%
NC(=S)NN=C1CCCCCCCC1 | -1%
CCOC(=O)c1cnc(-n2nc(C)cc2C)nc1N1CC(C)OC(C)C1 (stereo unspecified) | -14%
Cc1cn(C2CCCCC2)c(=O)[nH]c1=O | -1%
CC1(C)SC2C(C(=O)O)N=C(Cc3ccccc3)N2C1C(=O)O (stereo unspecified) | -2%
O=c1[nH]c(Nc2ccccn2)cc2ccccc12 | -8%
C=CC[C@H](CC(=O)N[C@H](CO)Cc1ccccc1)C(=O)N[C@H](COC(=O)[C@@H](CC=C)Cc1ccc(F)cc1)Cc1c[nH]c2ccccc12 | -13%
CCCC[C@@H]1C[C@H]1[C@@H](NC(=O)c1ccco1)c1ccccc1C(F)(F)F | 2%
O=C(O)/C(=C\c1ccco1)NC(=O)c1ccc(Br)o1 | -8%
Cc1ccc(S(=O)(=O)N(C)CC(=O)O/N=C(\N)c2cccnc2)cc1 | 10%
COCCCNC(=O)CSc1nc2ccc(N3CCOCC3)cc2c(=O)n1CCc1ccccc1 | -11%
CC(C)(C)c1ccc(OCCn2c(CCNC(=O)C3CCCCC3)nc3ccccc32)cc1 | ?
CC(=O)O[C@@H]1[C@@H](OC(C)=O)[C@H](n2ccc3cc([N+](=O)[O-])ccc32)OC[C@@H]1OC(C)=O | -4%
COc1ccc(CN2CCN(C(=O)c3ccco3)CC2)c(OC)c1OC | 19%
COc1cc(OC)c(/C=C/c2nc3ccccc3o2)c(OC)c1 | -22%
Cc1cc(=O)[nH]c2cc(N)ccc12 | 2%
CN1CCCc2ccccc21 | -13%
CC(=O)c1sc(NC(=O)CN2C(=O)CCC2=O)nc1C | -5%
O=C(O)c1cc(=S)nc[nH]1 | -1%
Cc1ccc2nc(-c3ccc(NC(=S)NCC(C)(C)CN(C)C)cc3)sc2c1 | 11%
O=C(NCCc1nc2ccccc2n1CCOc1cccc2ccccc12)C1CCCCC1 | 9%
CC(c1ccccc1)n1c(-c2ccccc2)n[nH]c1=S (stereo unspecified) | 10%
O=C(Cc1cccc(NC(=O)C2CCCN(C(=O)CCc3ccccc3)C2)c1)Nc1cccc(C(=O)N2CCCCC2)c1 (stereo unspecified) | -1%
COc1cccc(NC(=O)CN(C)CC(=O)Nc2ccc(C)c(S(=O)(=O)N3CCOCC3)c2)c1 | 12%
CCC1CCc2sc(C(=O)N3CCN(c4ccccn4)CC3)cc2C1 (stereo unspecified) | 9%
CN(CCc1ccccc1)C(=O)c1ccc(NC(=O)Cc2ccc(NC(=O)C3CCN(C(=O)CCc4ccccc4)CC3)cc2)cc1 | 7%
CCCCn1cnc2c(SCc3cccc(F)c3)nc(N)nc21 | 0%
Nc1cc([N+](=O)[O-])cc(N)c1N | -16%
Nc1cnccc1Oc1cccc(C(F)(F)F)c1 | -13%
Cc1c(Cl)cccc1NC(=O)CC(NCCN1CCOCC1)C(=O)O (stereo unspecified) | -2%
O=C(COC(=O)c1ccccc1OCc1cccc(Br)c1)Nc1ccc(Br)cc1 | -17%
COc1ccc2c(c1OC)C(=O)OC2c1ccc(O)cc1 (stereo unspecified) | -2%
COC(=O)CSc1nc(SC)nc2c1sc1nc(-c3ccco3)c3c(c12)CC(C)(C)OC3 | -9%
Cc1ccc(C)c2c1NC(C(=O)O)C1CC=CC21 (stereo unspecified) | 18µM*
Nc1ccc2c(c1)C(=O)c1ccc(Br)cc1-2 | 1%
CCN(CC(=O)Nc1c(F)cccc1F)C(=O)Cc1cccs1 | 0%
CN(C(=O)c1cccc(NC(=O)Cc2ccc(NC(=O)C3CCCN(C(=O)C4CC4)C3)cc2)c1)C1CCC1 (stereo unspecified) | -4%
CN1N=C(C(=O)N=c2sc3ccccc3n2C)CCC1=O | 13%
CCOC(=O)c1ccccc1NC(=O)C1CC(=O)N(C2CCCC2)C1 (stereo unspecified) | 2%
COc1cnc(-c2ccccc2)c(-c2ccccc2)n1 | -7%

A stretch of the results above, as a working copy:
SMILES | FEN1 inhibitor
COCOc1ccc(C=O)cc1OCOC | 0%
O=C1C=CC(=O)N1c1ccc2c(c1)Cc1cc(F)ccc1-2 | 6%
O=C(Cc1ccc(OCCc2ccccc2)cc1)NO | 4%
ON=C1c2ccccc2-c2ccc(Br)cc21 | -5%
CC(=O)C1CCC2C3CC(O)C4=CC(=O)CCC4(C)C3C(=O)CC12C (stereo unspecified) | -13%
CC(=O)Nc1c(Cl)cc2c(c1Cl)C(=O)c1ccccc1-2 | 0%
CN1CCC2CC1c1cc(-c3ccc(C(F)(F)F)cc3)ccc12 (stereo unspecified) | -14%

Reprinted at random: 6 records from the list.
SMILES | FEN1 inhibitor
CCN(CC(=O)Nc1c(F)cccc1F)C(=O)Cc1cccs1 | 0%
CN1N=C(C(=O)N=c2sc3ccccc3n2C)CCC1=O | 13%
COc1cnc(-c2ccccc2)c(-c2ccccc2)n1 | -7%
Nc1ccc2c(c1)C(=O)c1ccc(Br)cc1-2 | 1%
COC(=O)CSc1nc(SC)nc2c1sc1nc(-c3ccco3)c3c(c12)CC(C)(C)OC3 | -9%
Cc1ccc(C)c2c1NC(C(=O)O)C1CC=CC21 (stereo unspecified) | 18µM*

Next part
SMILES | FEN1 inhibitor
CCOC(=O)C1=C(O)/C(=C/c2cn(CC(=O)NCC3CCCO3)c3ccccc23)SC1=Nc1ccc(C)cc1 (stereo unspecified) | -9%
C(=C\c1ccnc2ccccc12)/c1ccc(N2CCN(c3ccc(/C=C/c4ccnc5ccccc45)cc3)CC2)cc1 | -12%
O=C(Cc1cccs1)Nc1ccc(-c2nnc(-c3ccccc3)o2)cc1 | -1%
Cc1cc(C)c2c(n1)nn1c(N3CCN(c4ccccc4C)CC3)cc(C)nc21 | -20%
Cn1c(N)nc2nc[nH]c2c1=S | 3%
NC(=O)CSc1ccc2nnc(-c3ccncc3)n2n1 | 2%
c1ccc(-c2ccc(-c3csc4ncnc(Sc5nnnn5-c5ccccc5)c34)cc2)cc1 | 3%
CC1(C)Cc2c(sc3ncn4nc(-c5ccco5)nc4c23)CO1 | 6%
CCN1CCN(c2ccc(/C=C/c3ccnc4ccccc34)cc2)CC1 | -32%
Cc1cc(-c2nnc(CCC(=O)NC(C)(C)C34CC5CC(CC(C5)C3)C4)o2)no1 | -2%
Cc1cc(C)n(-c2nc(SCCN3CCOCC3)c3c4c(sc3n2)CCCC4)n1 | -5%
Cc1cc(C(=O)c2ccccc2)cc(C)c1O | 7%
C=C(CCO)C1=CCN(S(=O)C(C)(C)C)[C@H]1CCO (stereo partly specified) | 9%
O=C(C[n+]1ccccc1)c1ccc(O)c(O)c1 | 11%
N#CC1(Nc2ccc([N+](=O)[O-])cc2)CCCC1 | 36%
NC(=O)NC1(C(=O)O)CCCC1 | 4%
CN(CCOc1ccc(Cl)cc1)C(=O)c1cccc(S(=O)(=O)N2CCN(c3ccc(F)cc3)CC2)c1 | -11%
NC(=O)c1ncn([C@@H]2O[C@H](CNCc3cccn3-c3ccncc3)[C@@H](O)[C@H]2O)n1 | 17%
Cc1cc(C)nc(SCC(=O)Nc2sc3c(c2C#N)CCC(C)C3)n1 (stereo unspecified) | 5%
Cc1cccc(CN2CCN(CC(=O)NCc3ccc(F)cc3)C2=O)c1 | 10%
CC(C)=CCC12Oc3cc(O)ccc3C1(O)Oc1cc3c(c(O)c1C2=O)C=CC(C)(C)O3 (stereo unspecified) | -8%
c1ccc(CCCNCCCn2cnc3c(OCc4ccccc4)ncnc32)cc1 | 6%
Clc1ccc(/C=C/c2ccc3ccccc3n2)c(Cl)c1 | -3%
O=C(O)C[C@H]1c2cc(F)ccc2S(=O)(=O)N1C1CCCCC1 | 17%&-2%
O=C(Cn1ccc(=O)[nH]c1=O)Nc1ccc(O)c([N+](=O)[O-])c1 | 0%
CN(C)/C=C1\C(=O)Oc2ccccc2C1=O | 5%
CCOC(=O)c1oc2cc(O)cc(C)c2c1C | 9%
Cc1cc(OCC(=O)NCCCN2CCOCC2)cc(C)c1Cl | -14%
Cc1cc2c(cc(C(=O)OC(C)C(=O)NCc3ccccc3)n2C)o1 (stereo unspecified) | -2%
O=C(Cn1cc(COc2ccc(C(=O)c3ccccc3)cc2)nn1)c1ccc(O)cc1 | -11%
Nc1nc2cc(Br)ccc2o1 | 7%
O=C(O)c1c[nH]c2c([N+](=O)[O-])cccc2c1=O | -13%
Cc1cccc(C(=O)NC(=S)NCc2ccccc2)c1 | -2%
C[C@@H]1CC[C@]2(O[C@H](CCO)C[C@@H](O)[C@@H]2O)O1 | 13%
COc1ccc(NS(=O)(=O)c2ccc(C)c(C(=O)N3CCN(Cc4cc(OC)ccc4OC)CC3)c2)cc1 | 0%
CCOC(=O)c1c(CN2CCNCC2)nc2ccc(Cl)cc2c1-c1ccccc1 | 1%
Cc1[nH]c2ccccc2c1C(=O)C(C)Sc1nc2ccccc2c(=O)n1Cc1cccnc1 (stereo unspecified) | -5%
CCCCn1c(N)c(N(CCOC)C(=O)CC(NC(=O)c2ccccc2Cl)c2ccccc2)c(=O)[nH]c1=O (stereo unspecified) | -13%
CSCCC(NS(=O)(=O)c1ccc(C)cc1)C(=O)N(C)CC(=O)Nc1ccccc1Br (stereo unspecified) | -3%
CC(Oc1ccccc1)C(=O)N[C@@H]1C(=O)N2C(C(=O)O)C(C)(C)S[C@H]12 (stereo partly specified) | 0%
CC1CCN(CC[S-])CC1.O.O.[Cl][Pt] | ?
Cc1ccc(NC(=O)CN2CCN(Cc3ccccc3)CC2)cc1Cl | -5%
CC1CCN(C(=O)CCCl)c2ccccc21 (stereo unspecified) | 4%
C[C@@H]1ON(C)[C@H]2C[C@H]3c4cc(-c5cccc(F)c5)ccc4CCN3C(=O)[C@@H]12 | -6%
CC(C#N)(Cc1ccccc1)Nc1ccccc1 (stereo unspecified) | 2%
O=[N+]([O-])c1ccccc1N=Nc1ccc(O)cc1 | -6%
COc1ccc(CN(C)C(=O)c2cccc(S(=O)(=O)N3CCCc4ccccc43)c2)c(OC)c1OC | -18%
CCS(=O)(=O)c1ccc(C=NNc2nc3ccccc3o2)cc1 | 2%
Cc1[nH]c(=O)nc(NN=Cc2ccc(Cl)cc2)c1C(=O)Nc1ccc(Cl)cc1 | -23%
O=C(Nc1ccccc1)C1=C[C@@H](c2ccc3c(c2)OCO3)C[C@@H](OCCCCO)O1 | -17%
N=C(N1CCCc2ccccc21)N1CCCc2ccccc21 | -5%
CC1CC(C)CN(C(=O)C(C)N2CCN(S(=O)(=O)c3ccc(C(F)(F)F)cc3)CC2)C1 (stereo unspecified) | ?
COc1cc(-c2noc(C)c2C(=O)N[C@@H](CO)Cc2ccccc2)cc(OC)c1OC | -4%
O=C(O)c1ccccc1N(c1ccccc1)c1ccccc1 | 2%
Cc1ccc2nccc(/C=C/c3ccc(N(C)C)cc3)c2c1 | -8%
CC(C)(C)C(=O)Nc1ccc2c(c1)C(=O)C(=O)c1ccccc1-2 | ?
C=CCn1c(SC(C)C#N)nc2ccccc2c1=O (stereo unspecified) | 15%
O=[N+]([O-])c1cc(C(F)(F)F)ccc1NCCc1ccccn1 | 0%
O=S(=O)(c1ccc2c(c1)OCCO2)N1CCN(c2nc(-c3ccccc3)nc3ccccc23)CC1 | 1%
COC(=O)c1ccc2c(c1C(=O)OC)CN(S(=O)(=O)C(C)(C)C)[C@@H]2CCO | 11%
Next section.
SMILES | FEN1 inhibitor
CCOc1ccccc1OCCCC(=O)N1CCN(S(=O)(=O)c2cc(F)ccc2F)CC1 | -18%
CC(C#N)(CCc1ccccn1)CCc1ccccn1 | -2%
COc1ccc(/C=C2\C=Cc3ccccc32)cc1 | -3%
CN1OC[C@@H]2CN(S(=O)(=O)c3ccccc3)[C@H](c3cccc(Br)c3)C[C@@H]21 | -18%
CCOC(=O)C1=NNC(=O)C1 | 1%
C(=Nc1ccc2ccccc2n1)c1ccccn1 | 6%
CC(=O)Nc1cccc(C(=O)N2CCN(S(=O)(=O)c3ccc(C4CCCCC4)cc3)CC2)c1 | 5%
COc1ccc(/C(O)=C2/C(=O)C(=O)N(CCCN(C)C)C2c2ccc(Cl)cc2)cc1OC (stereo unspecified) | -5%
CC1(c2nnc(Cc3ccccc3)o2)CC(c2ccncc2)=NO1 (stereo unspecified) | 3%
Nc1ccc(S(=O)(=O)Nc2cnc3c(Cl)cccc3n2)cc1 | -15%
C=C1NN(Cc2ccccc2)C(=O)N1c1ccc(OCc2ccccc2)cc1 | 1%
Nc1ccc(C(=O)NN2C(=O)[C@H](Cl)C2c2ccc(Cl)cc2)cc1 (stereo partly specified) | -3%
O=C(Nc1ccc(C(=O)N2CCCCC2)cc1)C1CCC1 | 3%
C#Cc1ccc([C@H]2C=C(C(=O)O)O[C@@H](OCCCCO)C2)cc1 | 8%
Cc1cccn(Cc2c(Cl)cccc2Cl)c1=O | 15%
O=C(NNC(=O)c1cccc2ccccc12)c1ccc(Cl)cc1Cl | 15%
CC1CCN(c2ccccc2NC(=S)NC(=O)c2ccco2)CC1 | -20%
